Bioassay records deposited in PubChem by several laboratories.
RBBP9 inhibitor = human RBBP9 hydrolase inhibition; O75884; recombinant RBBP9, FP-Rh probe fluorescence polarization; inhibition, % at 7.94 µM; 0.2% of 220,000 active; AID 1515;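 active means inhibition above the campaign mean of all tested compounds plus 3 SD, cut at about 14% in these data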;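 further: plate controls were DMSO wells with RBBP9 for no effect and wells lacking RBBP9 protein for full effect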
Target sequence (O75884 whole entry, looked up): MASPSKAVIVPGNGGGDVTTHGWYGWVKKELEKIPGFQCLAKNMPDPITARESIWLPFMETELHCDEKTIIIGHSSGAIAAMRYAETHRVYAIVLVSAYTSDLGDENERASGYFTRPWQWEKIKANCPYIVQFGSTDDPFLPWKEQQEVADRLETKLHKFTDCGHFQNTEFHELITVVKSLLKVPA
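System: RBBP9 protein | Quantity: 2.5 µM RBBP9 dispensing solution, before mixing | Reagent: FP-Rh probe, 375 nM dispensing solution | Timing: Enzyme-compound preincubation 30 min, then probe labeling 45 min, 25 °C | Measured by: Fluorescence polarization | Read-out: % inhibition | Replication: One well per compound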
MDM2 E3 inh = blocks human Mdm2 ubiquitin ligase activity; Q00987; cell-based MDM2 ubiquitination luciferase reporter, 2 h; 0 = plate control, 100 = twice control, blank-subtracted; signal enhancement, % at 5 µM; 0.11% of 210,000 active;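 active means signal enhancement of 30% or more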;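 further: luminescence tracks abundance of the self-degrading MDM2-luciferase fusion protein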
Target sequence (Q00987 whole entry, looked up, the tested form may be a part): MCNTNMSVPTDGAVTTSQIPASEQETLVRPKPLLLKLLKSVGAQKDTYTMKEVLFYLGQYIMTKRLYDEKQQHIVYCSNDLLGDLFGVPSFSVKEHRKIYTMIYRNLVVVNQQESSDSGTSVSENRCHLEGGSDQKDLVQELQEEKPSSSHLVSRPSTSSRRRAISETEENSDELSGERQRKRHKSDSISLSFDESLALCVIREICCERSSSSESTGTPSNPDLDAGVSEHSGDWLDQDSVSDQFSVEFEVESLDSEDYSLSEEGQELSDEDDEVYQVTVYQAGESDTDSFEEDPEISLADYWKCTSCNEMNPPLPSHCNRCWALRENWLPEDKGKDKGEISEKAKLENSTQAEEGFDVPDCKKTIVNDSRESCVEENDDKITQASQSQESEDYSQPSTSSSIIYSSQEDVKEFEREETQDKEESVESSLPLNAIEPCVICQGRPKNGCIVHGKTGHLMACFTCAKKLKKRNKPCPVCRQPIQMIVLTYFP
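Test system: stable mammalian line carrying autodegrading MDM2–luciferase fusion reporter; quantity: 2000 cells in each well; times: 4 h cell settling then 2 h compound exposure, 37 °C; detection: luminescence with SteadyLite reagent, 15 min at room temperature; evaluation: percent signal gain over controls, blank-subtracted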
Runt-CBFb FRET = blocks binding of human RUNX1 Runt domain to CBFb; 0.46% of 220,000 active; AID 1496; Q01196+Q13951; Cerulean-Runt/Venus-CBFb FRET ratio 530/480, 1 h; inhibition, % at 20 µM;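 active means inhibition over about 50% at 20 µM in the single-dose screen, limit read from the data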;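 further: 0% = DMSO wells and 100% = excess unlabeled CBFb competitor control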
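Buffer or medium: Tris pH 7.5 buffer with BSA. Assay system: Cerulean-labeled Runt domain protein. Amount: each fluorescent fusion protein 100 nM. Read-out basis: loss of energy transfer signal. Incubation: 1 h compound exposure, room temperature. Probe or stimulus: Venus-CBFb binding partner, 100 nM. Detection: FRET, excitation 422 nm, emission at 530 and 480 nm.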
NPY2 pot ag = human NPY-Y2 potentiation or agonism, primary screen | P49146 | cells expressing NPY-Y2, potentiator/agonist read-out | activation, % at 3.6 µM | 0.45% of 220,000 active | AID 1359; in the data active means activation above about 27%;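 further: cells stimulated with NPY near EC25 plus isoproterenol at EC100; 0% = vehicle plus submaximal agonist and 100% = vehicle plus saturating agonist; some results beyond the cut were filed as inactive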
Target sequence (P49146 whole entry, looked up): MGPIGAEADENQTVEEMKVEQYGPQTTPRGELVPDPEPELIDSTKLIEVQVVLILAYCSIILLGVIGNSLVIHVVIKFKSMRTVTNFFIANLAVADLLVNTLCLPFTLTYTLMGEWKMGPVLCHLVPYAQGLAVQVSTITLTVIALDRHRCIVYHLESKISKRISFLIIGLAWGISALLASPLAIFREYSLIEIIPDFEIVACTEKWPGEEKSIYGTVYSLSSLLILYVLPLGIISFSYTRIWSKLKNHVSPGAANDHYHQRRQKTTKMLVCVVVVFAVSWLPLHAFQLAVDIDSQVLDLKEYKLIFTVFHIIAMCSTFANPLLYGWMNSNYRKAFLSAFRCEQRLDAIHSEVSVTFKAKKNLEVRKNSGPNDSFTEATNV
NPY1 pot ag = potentiators or agonists of human neuropeptide Y receptor Y1; NPY-Y1 expressing cells, potentiator/agonist activation; activation, % at 3.6 µM; P25929; 0.37% of 220,000 active; in the data active means activation above about 33%, passing the limit was not always enough;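 further: cells stimulated with NPY at EC10 then isoproterenol at EC100; 0% = low agonist plus stimulus and 100% = saturating agonist plus stimulus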
Runt-SMMHC FRET = inhibitors of human RUNX1 Runt domain binding to CBFb-SMMHC | 0.74% of 220,000 active | inhibition, % at 20 µM | Cerulean-Runt/Venus-CBFb-SMMHC FRET ratio 530/480, 1 h;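 active means mean inhibition across duplicate retests at 20 µM reaching about 50%, limit read from the data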;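 further: 0% = DMSO wells and 100% = wells with excess untagged CBFb-SMMHC; inhibitors lower the FRET ratio by blocking Runt binding to CBFb-SMMHC; some results filed as inactive read as strong as hits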
NPY-Y1 antag = antagonists of human neuropeptide Y receptor Y1 | P25929 | HEK293-CNG Y1 cells, membrane potential fluorescence; NPY at EC95, then isoproterenol | inhibition, % at 3.6 µM | 1% of 200,000 active;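 active means inhibition above the campaign mean inhibition of all tested compounds plus 3 SD, cut at about 20% in these data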;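 further: 0% = DMSO wells given NPY plus isoproterenol and 100% = isoproterenol alone without NPY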
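Test system: HEK293 cells co-expressing NPY Y1 receptor and cyclic-nucleotide gated channel; Also added: NPY (25 nM), isoproterenol (1 µM), Ro 20-1724 (25 µM); Compound dosing: one concentration, 3.6 µM, in 0.4% DMSO; Timing: dye 3 h, compound 60 min room temperature, stimulation 45 min; Technique: Membrane-potential fluorescent dye readout.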
p97 inhibitor = human p97 ATPase inhibition; P55072; recombinant p97 ATPase, Kinase-Glo ATP luminescence, 3 h; inhibition, % at 8 µM; 0.42% of 220,000 active; AID 1481; in the data active means inhibition above about 15%;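 further: 0% = DMSO vehicle and 100% = wells lacking enzyme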
Hck-Nef inh = human Hck-Nef kinase inhibition; P08631; Recombinant Hck-YEEI plus Nef, Z-Lyte FRET kinase assay; inhibition, % at 20 µM; 0.68% of 220,000 active; AID 463187;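 active means Hck-Nef kinase inhibition above about 50%, limit read from the data; inactive means inhibition below that limit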;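 further: 0% = DMSO with Hck plus Nef and 100% = Hck alone without Nef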
The depositor's hits bear a star; x = no result given.

Value order – RBBP9 inhibitor, MDM2 E3 inh, Runt-CBFb FRET, NPY2 pot ag, NPY1 pot ag, Runt-SMMHC FRET, NPY-Y1 antag, p97 inhibitor, Hck-Nef inh
O=C(CSc1nnc(C2CC2)n1Cc1ccccc1)c1cc2ccccc2o1
→ -1, -9, 6, -6, -11, 0, 5, -1, 2
CC1CCCN(C(=O)CCc2ccccc2)C1 (stereo unspecified)
→ -4, 1, -2, 8, 2, 1, -3, 1, 4
Cc1nc(SCC(=O)NNC(=O)c2cccs2)[nH]c(=O)c1C
→ 4, 18, 1, -13, -18, -4, -6, 3, 21
CC1=Nc2ccccc2N=C(NC(=O)CSC(=S)N2CCCCC2)C1c1ccccc1 (stereo unspecified)
→ 1, -14, 3, 4, 17, -6, x, 5, -4
Cc1cc(NS(=O)(=O)c2ccc(NC(=O)CSc3nnc(-c4ccco4)n3N)cc2)nc(C)n1
→ -7, -20, 3, -1, -9, 5, 3, -7, -2
Cc1cccc(NC(=O)C2CC(=O)OC23CCCCC3)c1 (stereo unspecified)
→ -6, -7, -1, -7, 6, -2, 3, -6, 1
CCOC(=O)Cc1csc(NC(=O)c2sc3nc4ccc(C)cc4cc3c2N)n1
→ -5, -22, 3, 7, -11, 11, 0, -1, 4
O=C(COC(=O)c1c2ccccc2cc2ccccc12)Nc1ncc(C(F)(F)F)cc1Cl
→ -11, -2, 2, -18, -10, 12, 10, -7, 5
COc1ccccc1N1CCN(Cc2nc3ccsc3c(=O)[nH]2)CC1
→ -7, -10, -3, -3, 17, -6, 3, 0, -1
CCOC(=O)c1[nH]c2ccc(OCC)cc2c1CCCN1C(=O)c2ccccc2C1=O
→ -2, -4, -10, 8, -7, -3, 0, 4, 3
Cc1ccc(S(=O)(=O)NC2=NCN(CCOC(=O)c3ccccc3)CN2)cc1
→ -5, -3, -1, 3, 3, 0, -2, 1, -2
Cn1c(NC(=O)c2cccs2)c(-c2cccs2)c(=O)c2ccccc21
→ -6, -13, 11, 7, -14, 6, 7, 11, 1
Cc1ccc(S(=O)(=O)N2CCC(C(=O)N[C@@H](C)C(=O)NC3CCS(=O)(=O)C3)CC2)cc1 (stereo partly specified)
→ -6, -6, -1, 1, -23, -2, -2, 7, -7
CCC(CC)c1nc2cc(OC)c(OC)cc2c(=O)o1
→ -10, -17, 1, 7, -8, -1, -2, 5, -4
COc1ccc2ncc(S(=O)(=O)c3ccccc3)c(N3CCC4(CC3)OCCO4)c2c1
→ -3, -2, -4, -8, -11, 0, 11, 6, 0
CCc1ccc(NC(=O)Cn2nc(C)c([N+](=O)[O-])c2C)cc1
→ -4, -12, -2, 11, -14, 0, -2, 0, 23
O=C(NC12CC3CC(CC(C3)C1)C2)N1CCN(C(=O)c2ccco2)CC1
→ -3, 1, 0, -1, 13, 4, 1, -1, 3
CCOC(=O)/C(C#N)=C/c1cn(CCC(=O)O)nc1-c1ccc(OC)cc1
→ -5, -5, 0, -19, -7, 2, 8, -2, 18
CCC(C)Nc1nc2c(c(=O)[nH]c(=O)n2C)n1CCC(C)C (stereo unspecified)
→ 3, 8, 0, 11, 11, -8, -5, 4, 3
Cc1nc2[nH]c(=S)[nH]c2cc1Br
→ -7, -17, 2, -12, -4, -2, 9, 4, 0
S=C(NC1CC1)NC1CCCc2ccccc21 (stereo unspecified)
→ -7, -15, -2, -14, 12, -1, 2, -2, 22
O=C1NC(=O)/C(=C/c2cccc(O)c2)N1
→ -2, -1, 5, -4, 7, -6, x, 19*, 2
COCCNC(=O)CSc1nc2c(n1-c1ccccc1)CCCC2
→ 9, -12, x, 13, 11, x, -4, 3, 1
CCOC(=O)C1CCc2sc(N)c(C#N)c21 (stereo unspecified)
→ 5, 12, 17, -12, -13, -9, -1, 0, 10
O=C(NN1CC(=O)N(c2cc(Cl)cc(Cl)c2)CC1=O)c1cccs1
→ -10, -4, 1, -31, 9, 0, x, 3, 11
O=C(Cn1cncn1)NCc1cccc2ccccc12
→ -3, -23, 5, 10, 34, -10, 6, 4, -3
NS(=O)(=O)c1ccc(NC(=O)c2c(Cl)cccc2Cl)cc1
→ 2, -19, 2, -1, 11, -2, 1, 3, 28
CC(=O)Oc1ccc(Oc2ccc(-c3noc(C)n3)cc2)cc1
→ -3, -13, -2, -1, -22, 0, -4, -6, 2
CC(=O)CCC(=O)OCC(=O)Nc1ccc(SC(F)F)cc1
→ -11, -11, 2, -12, 5, 2, 0, -9, -1
CC(C)(C)c1cc(C(=O)N/N=C/c2ccc(F)cc2)n(-c2ccccc2)n1
→ -3, 5, -1, 2, -25, -1, 2, -6, -1
CC1=CC(=C(C#N)c2nc3ccccc3s2)C=C(C)N1c1ccc(F)cc1F
→ -8, -16, -100, 7, -14, -182, 3, -7, -1
Cc1cccc2sc(NC(=O)[C@@H]3CCCN3C(=O)c3cccs3)nc12
→ -11, -3, 0, 5, 8, -1, 4, 1, -2
N#Cc1ccccc1OCC(=O)OCC(=O)N1CCN(C(=O)c2ccco2)CC1
→ -2, -9, 0, 4, 3, -4, -3, 2, 17
Cc1cnc(NC(=O)c2cc3c(C)nn(-c4ccccc4)c3s2)s1
→ 2, -17, -1, -2, -1, -2, 6, 0, 2
c1ccc2c(c1)OCC(c1nnc3sc(-c4ccc5c(c4)OCO5)nn13)O2 (stereo unspecified)
→ 5, -11, 26, -12, -19, 0, 11, 7, 1
CCOC(=O)c1ccc(CN(Cc2ccccc2)S(=O)(=O)c2cccc([N+](=O)[O-])c2)cc1
→ 0, -5, -1, -4, -15, 0, 0, 2, 4
Cc1cccc(NS(=O)(=O)c2cccs2)c1
→ -3, -4, 1, -5, 3, 1, 0, -1, -1
COc1ccc(N2CCN(C(=S)Nc3ccc(C)cc3C)CC2)cc1
→ -8, 9, -1, 8, 7, -2, 8, 4, 20
COc1ccc(/C=N/NC(=O)c2c(C)n(C)c3ccc(OC)cc23)c(OC)c1
→ -1, 0, -6, 2, 1, -1, 0, 7, -2
CC(=O)N1c2ccc(Cl)cc2C2OCCC2C1c1ccco1 (stereo unspecified)
→ -8, -15, -1, 13, 14, 1, x, 5, 24

Some of these compounds in order of the p97 inhibitor value, high to low.
Value order – RBBP9 inhibitor, MDM2 E3 inh, Runt-CBFb FRET, NPY2 pot ag, NPY1 pot ag, Runt-SMMHC FRET, NPY-Y1 antag, p97 inhibitor, Hck-Nef inh
O=C(Cn1cncn1)NCc1cccc2ccccc12
→ -3, -23, 5, 10, 34, -10, 6, 4, -3
O=C(NN1CC(=O)N(c2cc(Cl)cc(Cl)c2)CC1=O)c1cccs1
→ -10, -4, 1, -31, 9, 0, x, 3, 11
N#Cc1ccccc1OCC(=O)OCC(=O)N1CCN(C(=O)c2ccco2)CC1
→ -2, -9, 0, 4, 3, -4, -3, 2, 17
CC(C)(C)c1cc(C(=O)N/N=C/c2ccc(F)cc2)n(-c2ccccc2)n1
→ -3, 5, -1, 2, -25, -1, 2, -6, -1

Entries listed so far containing a nitro group on carbon (two):
Value order – RBBP9 inhibitor, MDM2 E3 inh, Runt-CBFb FRET, NPY2 pot ag, NPY1 pot ag, Runt-SMMHC FRET, NPY-Y1 antag, p97 inhibitor, Hck-Nef inh
CCc1ccc(NC(=O)Cn2nc(C)c([N+](=O)[O-])c2C)cc1
→ -4, -12, -2, 11, -14, 0, -2, 0, 23
CCOC(=O)c1ccc(CN(Cc2ccccc2)S(=O)(=O)c2cccc([N+](=O)[O-])c2)cc1
→ 0, -5, -1, -4, -15, 0, 0, 2, 4

Next part.
Value order – RBBP9 inhibitor, MDM2 E3 inh, Runt-CBFb FRET, NPY2 pot ag, NPY1 pot ag, Runt-SMMHC FRET, NPY-Y1 antag, p97 inhibitor, Hck-Nef inh
O=C(CCS(=O)(=O)c1cccs1)NC1CCCCCC1
→ 1, -11, -1, 4, -7, 2, -1, 4, 1
O=c1cc(CSc2n[nH]c(=O)n2C2CC2)c2ccc(O)cc2o1
→ -4, -1, 11, -15, 15, 7, x, 6, 15
COc1ccc(N(CCCN2C(=O)c3cccc4cccc(c34)C2=O)C(=O)c2cccs2)cc1
→ -9, 7, 1, 6, -1, 2, -4, 3, 2
CCOc1cc(S(=O)(=O)n2ccc(C)n2)ccc1Br
→ 0, -3, 0, -22, -12, 1, 2, -6, -26
CCc1cccc(C)c1NC(=O)COn1nnc2ccc(C(F)(F)F)cc21
→ -2, 2, -5, 15, 14, 1, 0, 3, 2
O=C(Nc1cccc(S(=O)(=O)N2CCCC2)c1)C1CCCN1C(=O)c1cccs1 (stereo unspecified)
→ 4, x, 2, -14, -8, -3, x, 5, 14
O=C(O)c1ccc2c(c1)C1C=CCC1C(c1cc3c(cc1Br)OCO3)N2 (stereo unspecified)
→ -8, -8, 1, -3, 9, -1, -1, -5, 26
CCOC(=O)C(=O)c1c(-c2ccccc2)nc2ccccn12
→ -3, -17, -2, -9, 0, -6, -7, 2, 26
CCNc1nc(NCC)nc(N/N=C/c2ccc(N(C)C)cc2)n1
→ 0, -11, 0, 22, 18, 3, 2, 3, 24
Cc1ccc(S(=O)(=O)N(CC(=O)N/N=C/c2ccccc2C(=O)O)c2cc(Cl)cc(Cl)c2)cc1
→ -7, -6, -13, -3, -6, -8, 0, 7, 16
CCOC(=O)/C=C/C(=O)OCC(=O)Nc1ccc([N+](=O)[O-])cc1
→ -2, x, 5, 11, 6, 4, x, -1, 8
COc1cccc2c(=O)cc(C)n(CC(=O)Nc3ccc(Br)cc3)c12
→ 1, -12, 3, 15, -18, 2, x, 3, 8
CCOC(=O)CSc1cn2c(n1)CCC2
→ 7, -17, -2, -5, 7, -2, 1, 3, 1
CCC(C)[C@@H](C(=O)Nc1ccc(OC)c(OC)c1)N1Cc2ccccc2C1=O (stereo partly specified)
→ -6, -3, 2, 16, 2, -4, 2, 2, 1
COc1ccc(N2CCN(CCNC(=O)CCNS(=O)(=O)c3cccs3)CC2)cc1
→ -8, 6, 1, -2, -3, -2, 2, -4, -7

Structures listed so far that bear a hit mark in p97 inhibitor.
Value order – RBBP9 inhibitor, MDM2 E3 inh, Runt-CBFb FRET, NPY2 pot ag, NPY1 pot ag, Runt-SMMHC FRET, NPY-Y1 antag, p97 inhibitor, Hck-Nef inh
O=C1NC(=O)/C(=C/c2cccc(O)c2)N1
→ -2, -1, 5, -4, 7, -6, x, 19*, 2
